KDM5B inh: KDM5B demethylase inhibition. Q9UGL1. KDM5B demethylase, FDH-coupled NADH fluorescence (FDH is formaldehyde dehydrogenase). Potency, µM (titrated, usually from 57.7 µM), for inactives: at the top dose activity change, negative = inhibition, usual class: inhibitors. hit rate 2.6% among 220,000; active = well fitted inhibition curve with a large enough effect; inconclusive = small, poorly fitted or top-dose-only effect; inactive = no such curve, though single readings can be large or run the other way; note: 0% is about no effect; nearly all actives have a fitted effect of over 70% in size
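qHTS format, multiple compound concentrations. Buffer 50 mM HEPES pH 7.5/0.01% Tween-20; 200 nM KDM5BΔAP final; 10 min compound preincubation; substrate-mix levels 12.5 µM peptide, 25 µM α-KG, 0.25 mM NAD⁺; 30 min RT; ΔRFU.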
An asterisk follows results filed as active; ? = inconclusive; & = joins results of further samples; [ ] = remark or other dose. Potency is the fitted concentration of half-maximal effect.

SMILES	KDM5B inh
O=c1n(Cc2ccc3ccccc3n2)nc(C2CCNCC2)n1Cc1ccccc1	?
CCc1cccc(NS(=O)(=O)c2ccc3c(c2)-c2oncc2CO3)c1	-15%
CCN(CC)C(=O)c1cc(-c2ccc(Cl)cc2)on1	?
COC(=O)C1=C(C)OC(N)=C(C#N)C1c1ccc(C(=O)OC)cc1 (configuration not stated)	?
COc1ccc(-c2[nH]ncc2C(=O)NCc2ccccc2OC)cc1	6%
C=CCNC(=O)C1CC(c2ccccc2F)=NO1 (configuration not stated)	-14%
O=C(c1cccnc1)N1CCC2(CCCN(Cc3cccc(F)c3F)C2=O)C1 (configuration not stated)	-3%
Cc1ccc(Sc2ncccc2O)cc1	-15%
CC1(C(=O)NCc2cccnc2)CCc2cnc(Nc3ccccc3)nc21 (configuration not stated)	4%[86.2 µM]
Cc1c(/C=N/NC(=O)c2cc(C(C)(C)C)[nH]n2)c2ccccc2n1C	7%
CN1C(=S)N2CCCN2C1c1ccccc1 (configuration not stated)	19%
O=C1N(c2ccccc2)c2ccccc2C12CCN(Cc1ccccc1)C2 (configuration not stated)	6%[115 µM]
Cc1ccc(NC(=O)C2(CCO)CCN(c3ncccn3)C2)cc1 (configuration not stated)	28µM*
Cn1ccnc1C(NC(=O)CNC(c1ccccc1)c1ccccc1)c1ccc(F)cc1 (configuration not stated)	1%
CCCNc1ccc2nncn2n1	-20%
O=C(Cn1ccc2cc(S(=O)(=O)N3CCCCCC3)ccc21)NCc1ccco1	3%
Cc1ccc(-c2cc(C(=O)NC3CCCCC3C)c3ccccc3n2)cc1C (configuration not stated)	0%
C=CC#CC[N+](C)(C)CC#Cc1cccc2ccccc12	?
CCOC(=O)c1c(C)oc2ncn(Cc3noc(-c4cccs4)n3)c(=O)c12	-5%
C/C(=N/NC(N)=S)c1ccc([N+](=O)[O-])cc1	?
COc1ccc(-c2cc(C[C@H]3CNCC[C@H]3CC(=O)N(C)Cc3ccccc3)no2)cc1	-18%[86.2 µM]
COc1ccc2[nH]c(C(=O)N3CCCN(S(=O)(=O)c4ccccc4)CCC(=O)NCC3)cc2c1	?
CC(=O)N1Cc2ccccc2CC2(CCCCN2CC2CCCC2)C1 (configuration not stated)	50µM*
COC(=O)CSc1nc2sc3c(c2c(=O)n1Cc1ccccc1)CCC(C(C)(C)C)C3 (configuration not stated)	1%
CN1C[C@H](NCc2nccs2)CCC[C@@H](C(=O)N(C)Cc2cccnc2)CC1=O	-20%[86.2 µM]
O=C(NC1CCCCC1)C(c1ccccc1)N(Cc1cccnc1)C(=O)c1csnn1 (configuration not stated)	31%
CCCCc1ccc(NC(=O)CSc2nc3ccccc3nc2N2CCCCC2)cc1	3%
CN(C)C[C@@H]1CN(C)C[C@H]1NS(=O)(=O)c1ccc(C(F)(F)F)cc1	9%
Cc1ccc(S(=O)(=O)Nc2ccc(S(=O)(=O)NCC3CCCO3)cc2)cc1 (configuration not stated)	16%
CC(Oc1ccc(Cl)cc1Cl)C(=O)Nc1ccc(N2CCN(C)CC2)nc1 (configuration not stated)	11%
CCc1ccc(NC(=O)CCc2c(C)n(C)c3cc(-c4ccccc4C)nn3c2=O)cc1	?
CN1CCN(c2nc3ccccc3nc2NS(=O)(=O)c2ccc(Cl)cc2)CC1	83%[activator]
OCCNc1nc(-c2ccccc2)c2cc(Br)ccc2n1	?
Cc1cccc(CN2C(=O)c3ccccc3Sc3ccc(C(=O)NCc4ccco4)cc32)c1	-29%
Cc1cc(C(=O)N2CCCC2)n[nH]1	21%
O=C(NCCO)C(=O)NCC(c1ccc2c(c1)OCO2)N1CCOCC1 (configuration not stated)	4%
C/C(=C\c1ccccc1)C(=O)NC1CCCC1	20%
COc1ccc(CN2C(=O)CO[C@H](c3ccc(NC(=O)Nc4ccccc4)cc3)[C@H]2CO)cc1	0%
COc1ccc(C)cc1NC(=O)CSc1nnc(CN2CCCCC2)n1-c1ccc(F)cc1	9%
O=C(C1CCCCC1)N1CC[C@H]2COC(=O)N2c2cc(F)ccc2C1	14%[86.2 µM]

Random excerpt: seven entries already listed.
SMILES	KDM5B inh
CN1CCN(c2nc3ccccc3nc2NS(=O)(=O)c2ccc(Cl)cc2)CC1	83%[activator]
C/C(=C\c1ccccc1)C(=O)NC1CCCC1	20%
COc1ccc(CN2C(=O)CO[C@H](c3ccc(NC(=O)Nc4ccccc4)cc3)[C@H]2CO)cc1	0%
COc1ccc(C)cc1NC(=O)CSc1nnc(CN2CCCCC2)n1-c1ccc(F)cc1	9%
O=C(C1CCCCC1)N1CC[C@H]2COC(=O)N2c2cc(F)ccc2C1	14%[86.2 µM]
Cc1cccc(CN2C(=O)c3ccccc3Sc3ccc(C(=O)NCc4ccco4)cc32)c1	-29%
Cc1cc(C(=O)N2CCCC2)n[nH]1	21%

Next structures.
SMILES	KDM5B inh
Cc1noc(C)c1CN1C(=O)c2cccc([N+](=O)[O-])c2C1=O	12%
CCOC(=O)N1CCC(NC(=O)CCCC(=O)O)CC1	34%[activator]
O=C1CC(NCc2ccoc2)CN1CCc1cccc(Cl)c1 (configuration not stated)	6%
COc1ccc2c(c1)c(C(C(=O)O)N1CCN(Cc3ccccc3)CC1)cn2CC(=O)O (configuration not stated)	-11%
CCS(=O)(=O)N(C)c1ccc2sc(C(=O)NC)cc2c1	-20%
NC(=O)c1ccc(COC(=O)c2cc(Br)ccc2F)cc1	16%
COc1ccc(-c2nc3c(C)cccc3cc2CN2CC[C@@H](O)C2)cc1	18µM*
Cc1nc(NC2CCCC2)sc1C(=O)NCCC(C)C	-34%
COCCOc1ccc(C(=O)/C=C/c2ccc(C(=O)OC)o2)cc1	?
Cc1nc(CN2CCN(C(=O)NCCc3ccccn3)CC2)cs1	-6%

Molecules shown so far that have fluorine, in the order listed:
SMILES	KDM5B inh
C=CCNC(=O)C1CC(c2ccccc2F)=NO1 (configuration not stated)	-14%
O=C(c1cccnc1)N1CCC2(CCCN(Cc3cccc(F)c3F)C2=O)C1 (configuration not stated)	-3%
Cn1ccnc1C(NC(=O)CNC(c1ccccc1)c1ccccc1)c1ccc(F)cc1 (configuration not stated)	1%
CN(C)C[C@@H]1CN(C)C[C@H]1NS(=O)(=O)c1ccc(C(F)(F)F)cc1	9%
COc1ccc(C)cc1NC(=O)CSc1nnc(CN2CCCCC2)n1-c1ccc(F)cc1	9%
O=C(C1CCCCC1)N1CC[C@H]2COC(=O)N2c2cc(F)ccc2C1	14%[86.2 µM]
NC(=O)c1ccc(COC(=O)c2cc(Br)ccc2F)cc1	16%

The list continues.
SMILES	KDM5B inh
Cc1ccc(NC(=O)Cn2c(=O)n(CCCCCC(=O)NCc3ccc(F)cc3)c(=O)c3sccc32)cc1C	-1%
CC(=O)c1ccc(N2CCN(C(=O)c3ccc(Cl)c(Cl)c3)CC2)c(F)c1	-6%
CCOc1ccc(NC(=O)Cn2cccc2-c2nc(-c3ccc(F)cc3)no2)cc1	14%
CSCCCN1C(=O)CC[C@H]2CN(C(=O)c3cccnc3)CC[C@H]21	-3%
COc1ccc(-c2nc3c4ccccc4n(CC(=O)N4CCN(c5ccccc5OC)CC4)c(=O)n3n2)cc1	7%
O=C(c1ccccc1F)N1CC(Oc2ccc(-c3nc(-c4ccccc4)no3)cc2)C1	?
CCOc1cc(-c2nnc(SCC(=O)NCc3ccc(C)cc3)nc2-c2ccc(OC)c(OCC)c2)ccc1OC	?
Cc1ccc(S(=O)(=O)N2CCCN(C(C(=O)NC3CC3)c3ccccc3)CC2)cc1 (configuration not stated)	9%
COc1cc(NC(=O)Cn2c(C(=O)c3cccc(F)c3)nc3ccccc32)cc(OC)c1	-12%
Cc1nc2ccc(NC(=O)CC3CCCC3)cc2s1	8%

Part of the list above, with each value named:
CCOc1ccc(NC(=O)Cn2cccc2-c2nc(-c3ccc(F)cc3)no2)cc1
  KDM5B inh = 14%
CSCCCN1C(=O)CC[C@H]2CN(C(=O)c3cccnc3)CC[C@H]21
  KDM5B inh = -3%
COc1ccc(-c2nc3c4ccccc4n(CC(=O)N4CCN(c5ccccc5OC)CC4)c(=O)n3n2)cc1
  KDM5B inh = 7%
O=C(c1ccccc1F)N1CC(Oc2ccc(-c3nc(-c4ccccc4)no3)cc2)C1
  KDM5B inh = ?

Continuation.
SMILES	KDM5B inh
Cc1cc(C)c2oc(C(=O)N(Cc3cccc(Cl)c3)C3CCS(=O)(=O)C3)cc(=O)c2c1 (configuration not stated)	8%
COc1cccc(CNC[C@H]2O[C@H](Cc3cc(-c4ccccc4)on3)CC[C@@H]2O)c1	138%[activator][86.2 µM]
Cc1cccn2c(Nc3ccccc3)c(-c3cccs3)nc12	?
CCOc1ccccc1C(=O)Nc1cc2c(cc1N1CCOCC1)n(C)c(=O)n2C	5%
Cc1ncoc1C(=O)N[C@H](c1ccc2c(c1)CCO2)C1CC(O)C1 (some centres not stated)	-7%
Cc1ccccc1OCc1nc(C2CN(C(=O)C(C)c3ccccc3)C2)no1 (configuration not stated)	9%
COC[C@H]1CCCN1Cc1nc(C2(O)CCN(C(=O)C3CCOCC3)CC2)cs1	-3%[86.2 µM]
O=C1Cc2c(-c3ccccc3)n[nH]c2CN1CC1CCOCC1	?
O=C(O)C1CCN(C(=O)CSc2nc3cc(Cl)ccc3c(=O)n2Cc2ccccc2)CC1	0%&-7%
Cc1c(C(=O)Nc2cccc(Cl)c2)oc2ccc(S(=O)(=O)N(C)C3CCCCC3)cc12	-2%
COc1ccc(C2C(C(C)=O)=C(O)C(=O)N2c2ccc(C)cc2)c(OC)c1 (configuration not stated)	-2%
Cc1ccc(-c2noc([C@@H]3Cc4nc[nH]c4CN3C(=O)CCC(=O)O)n2)cc1	?
FC(F)(F)CN1C2CCC1CN(c1nnnn1-c1ccccc1)C2	4%[149 µM]
CC(C)NC(=O)N1Cc2ccccc2OC2(CCN(C(=O)CCC(=O)O)CC2)C1	4%&-9%[115 µM]
CCCNc1nc2ccccc2nc1C(=O)Nc1cc(C)cc(C)c1	-1%

Screens: PubChem BioAssay, National Center for Advancing Translational Sciences (NCATS)

Some of the compounds tested; rates above refer to the full screens.
